Screening data deposited in PubChem by several laboratories.
HTR2A ag: mouse Htr2a agonists via beta-arrestin recruitment, primary screen, cell-based, luminescence; activation, % at 7.6 µM; actives 0.66% (n = 360,000); AID 624169, 2012; CHO-K1 mHTR2A beta-arrestin complementation; percent of 30 µM serotonin response;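 active means activation above a run cutoff, the mean activation of all tested compounds plus 3 SD, cut at about 14% in these data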;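 further: 0% = plate median of compound wells and 100% = 30 µM serotonin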
Vif inh: HIV Vif self-association inhibitors, primary screen, imaging, HEK293T, single point; HEK293T cells, Vif self-association by quenched fluorescence, 24 h; inhibition, % at 7.49 µM; actives 0.35% (n = 340,000); AID 602346, 2012; in the data active means inhibition above about 50%, passing the limit was not always enough; inconclusive means no clear call, values can overlap the other calls; inactive means below about 31%; further: some results filed as inactive read as strong as hits
N-glyco inh: increase of ERlucT glycosylation luciferase signal, primary screen, N-linked glycosylation inhibitor project, D54 ERlucT cells, luminescence, set 2 | D54 ERlucT glycosylation luciferase reporter, 24 h; percent of 100 nM tunicamycin response | AID 588692, 2011 | reporter increase, % at 12.5 µM | actives 0.23% (n = 360,000);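 active means mean luciferase reporter signal, scaled so untreated is 0 and the glycosylation-blocking control 100, at or above a set limit in every replicate; inconclusive means mean reaches the limit but not every replicate does; inactive means mean below the limit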;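 further: luciferase carries N-glycosylation sites so blocking glycosylation raises the light; 0% = median of neutral control wells and 100% = median of 100 nM tunicamycin wells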
ABCB6 inh MLPCN: ABCB6 transporter inhibitors, primary screen, K562-ABCB6 cells, flow cytometry, MLPCN library; actives 0.19% (n = 360,000); K562-ABCB6 porphyrin accumulation, 1 h; hits give low values; fluorescence ratio to DMSO, % at 10 µM; ATP-binding cassette sub-family B member 6 (Homo sapiens), Q9NP58;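 active means fluorescence ratio to DMSO below 75%, the collection mean minus 3 SD; inconclusive means too few cells collected in the well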;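 further: signal is porphyrin accumulated inside mitochondria; 100% equals median channel fluorescence of DMSO control wells; lower ratio means ABCB6 inhibition with less porphyrin fluorescence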
Target sequence (Q9NP58 whole entry, looked up): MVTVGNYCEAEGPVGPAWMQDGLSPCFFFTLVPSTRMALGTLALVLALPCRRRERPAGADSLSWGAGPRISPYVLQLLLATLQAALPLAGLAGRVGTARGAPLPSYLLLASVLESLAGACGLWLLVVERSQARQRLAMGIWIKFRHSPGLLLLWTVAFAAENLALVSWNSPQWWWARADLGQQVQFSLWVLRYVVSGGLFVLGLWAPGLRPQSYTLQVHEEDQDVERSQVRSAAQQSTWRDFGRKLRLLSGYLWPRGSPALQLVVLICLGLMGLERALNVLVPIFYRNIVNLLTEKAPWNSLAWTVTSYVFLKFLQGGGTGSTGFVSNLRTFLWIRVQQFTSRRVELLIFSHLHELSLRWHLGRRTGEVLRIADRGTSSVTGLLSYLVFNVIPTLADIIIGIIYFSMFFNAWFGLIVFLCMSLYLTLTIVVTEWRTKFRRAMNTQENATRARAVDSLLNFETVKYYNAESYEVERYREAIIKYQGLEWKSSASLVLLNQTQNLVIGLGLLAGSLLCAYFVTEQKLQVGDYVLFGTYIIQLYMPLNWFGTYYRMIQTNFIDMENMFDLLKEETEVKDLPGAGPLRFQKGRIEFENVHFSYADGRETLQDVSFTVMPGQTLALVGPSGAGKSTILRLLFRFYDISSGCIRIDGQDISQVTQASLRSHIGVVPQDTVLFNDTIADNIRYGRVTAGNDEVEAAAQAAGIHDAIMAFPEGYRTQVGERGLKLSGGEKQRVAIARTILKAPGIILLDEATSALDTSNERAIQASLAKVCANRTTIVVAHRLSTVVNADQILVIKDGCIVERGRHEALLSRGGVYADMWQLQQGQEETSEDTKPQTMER
CaV13 FRET inh: Disruptors of the CACNA1D IQ motif to Ca2+-dependent inactivation inhibitor domain association, primary screening, Förster resonance energy transfer in intact living …; AID 743397; actives 0.098% (n = 340,000); inhibition, % at 12.3 µM; HEK cells, CFP/YFP FRET ICDI-IQ, plate reader, 10 min; percent FRET-ratio fall versus neutral wells;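 active means mean replicate inhibition of at least 30% and at least 1% of replicates passing that level; inconclusive means only one of the two criteria is met; inactive means neither criterion is met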;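 further: 0% = median of the neutral control wells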
Cardio protect: cardioprotection against H2O2-induced cell death, primary screen, uHTS, H9c2 cells, ATPLite luminescence; H9c2 cardiomyocytes, H2O2 injury protection, 2 h; protection from H2O2 cell death, % at 20 µM; actives 0.63% (n = 360,000);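 active means compounds giving at least 50% protection of heart cells from peroxide-induced death in the single-dose screen, raw or plate-pattern-corrected value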;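 further: 0% = DMSO wells with peroxide and 100% = DMSO wells without peroxide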
aDG glyco up: activators of alpha-DG glycosylation, primary screen, uHTS, Pro5-aDG cells, AlphaScreen; alpha-DG glycosylation AlphaScreen (IIH6); 0% Pro5, 100% B10-LARGE cell signal; activation, % at 10 µM; actives 0.22% (n = 360,000);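 active means activation of at least 8% versus controls, or a plate z-score of at least 8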;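 further: Pro5 are CHO cells carrying HIG-tagged alpha-DG that lacks glycosylation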
MC4R antagonist: MC4R antagonists of cAMP signaling, primary screen, cell-based, TR-FRET, antagonist arm of biased-ligand search. MC4R-expressing cells, MTII-stimulated cAMP, LANCE TR-FRET. actives 0.48% (n = 360,000). inhibition, % at 6.5 µM;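 active means inhibition above its plate's cutoff, the mean of tested wells on that plate plus 3 SD, cut at about 29% in these data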;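 further: 0% = Melanotan II alone and 100% = Melanotan II plus saturating MCL0020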
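system = U2OS cells with stable human MC4R expression | also added = Melanotan II challenge after compound preincubation | dosing = one concentration, 6.5 µM nominal | incubation = compound 30 min, challenge 1 h, detection 1 h | measured by = TR-FRET with Eu-cAMP and labeled anti-cAMP, 671 nm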
MC4R barr agon: MC4R agonists recruiting beta-arrestin, primary screen, cell-based, luminescence, agonist arm of biased-ligand search | AID 540308, 2011 | Melanocortin receptor 4 (Homo sapiens), P32245 | activation, % at 8.9 µM | U2OS MC4R beta-arrestin complementation; percent of melanotan II response, DMSO zero | actives 0.98% (n = 360,000);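 active means activation above a per-plate cutoff, the mean activation of sample wells on that plate plus 3 SD, cut at about 8% in these data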
PDI inh: inhibitors of human PDI, primary screen, biochemical, turbidity, single point, plate reader. AID 588391, 2011. Protein disulfide-isomerase (Homo sapiens), P07237. PDI insulin aggregation turbidity, A650, 90 min. inhibition, % at 10 µM. actives 0.052% (n = 350,000);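 active means mean inhibition across replicates of 30% or more, whatever share of single replicates reach that level; inconclusive means mean inhibition below 30% while every single replicate reaches 30%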;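 further: absorbance from insulin aggregation driven by PDI reduction with DTT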
An asterisk follows results filed as active. Rows are unselected (roughly 3.6% active in at least one column).

`CCCC#Cc1ccc2c(c1)COc1c3ccccc3nn1-2` gave HTR2A ag 5, Vif inh -3, N-glyco inh -12, ABCB6 inh MLPCN 102, CaV13 FRET inh -10, Cardio protect -8, aDG glyco up -0.2, MC4R antagonist 6, MC4R barr agon 1.2 and PDI inh 4.
For Cc1ccc(N2C(=O)N3[C@H](c4cccc(C)c4)[C@@H]4C(=O)N(Cc5ccccc5)C(=O)[C@@H]4[C@]3(C)C2=O)cc1 the results were HTR2A ag 5, Vif inh -3, N-glyco inh 2, ABCB6 inh MLPCN 100, CaV13 FRET inh -12, Cardio protect 5, aDG glyco up -0.2, MC4R antagonist 11, MC4R barr agon 0.9 and PDI inh -3.
Screening Cn1c(=O)c2c(nc(SCC(=O)O)n2Cc2cc3c(cc2Cl)OCO3)n(C)c1=O returned HTR2A ag 4, Vif inh -1, N-glyco inh 3, ABCB6 inh MLPCN 95, CaV13 FRET inh -3, Cardio protect 3, aDG glyco up -0.2, MC4R antagonist -9, MC4R barr agon 0.1 and PDI inh -20.
CC(=O)Nc1sc(C)c(C)c1C(=O)OCC(=O)N(CC(C)C)C1CCS(=O)(=O)C1 (stereo not drawn) was read as HTR2A ag 0, Vif inh -7, N-glyco inh -4, ABCB6 inh MLPCN 107, CaV13 FRET inh -2, Cardio protect -1, aDG glyco up 0.7, MC4R antagonist 2, MC4R barr agon 2.9 and PDI inh -8.
`CCOc1ccccc1C=C1SC(=S)N(CC)C1=O` gave HTR2A ag 2, Vif inh 1, N-glyco inh 1, ABCB6 inh MLPCN 102, CaV13 FRET inh -9, Cardio protect -1, aDG glyco up 0.0, MC4R antagonist 2, MC4R barr agon 0.4 and PDI inh -9.
For CCCc1cc(C(=O)Nc2ccc(C(=O)c3ccccc3)cc2)n(C)n1 the results were HTR2A ag -5, Vif inh -4, N-glyco inh -2, ABCB6 inh MLPCN 103, Cardio protect -8, aDG glyco up 0.8, MC4R antagonist 17, MC4R barr agon 1.8 and PDI inh 4.
For N#Cc1ccc(N2Cc3ccccc3/C2=N/C(=O)Nc2ccc(Cl)cc2)cc1 the results were HTR2A ag -5, Vif inh 5, N-glyco inh 11, ABCB6 inh MLPCN 98, CaV13 FRET inh -4, Cardio protect 1, aDG glyco up 0.2, MC4R antagonist 15, MC4R barr agon -2.1 and PDI inh -10.
COc1cccc(C(=O)Nc2cc3c(cc2Br)OCCCO3)c1 was read as HTR2A ag 1, Vif inh inconclusive, N-glyco inh -4, ABCB6 inh MLPCN 99, CaV13 FRET inh -5, Cardio protect -5, aDG glyco up 0.1, MC4R antagonist -9, MC4R barr agon 2.2 and PDI inh 8.
Screening COc1ccccc1N/N=C1\COC(C)(C)CC1=O returned HTR2A ag 5, Vif inh -1, N-glyco inh 2, ABCB6 inh MLPCN 102, CaV13 FRET inh -1, Cardio protect 4, aDG glyco up -0.2, MC4R antagonist 8, MC4R barr agon -1.5 and PDI inh -2.
COC(=O)C(C(=O)Nc1ccccc1C)C1CCCC1 (stereo not drawn) was read as HTR2A ag 5, Vif inh 3, N-glyco inh 2, ABCB6 inh MLPCN 98, CaV13 FRET inh -5, Cardio protect 9, aDG glyco up 0.0, MC4R antagonist 1, MC4R barr agon -2.7 and PDI inh 10.
Screening COc1ccc(C2=NOC(C(=O)NCc3ccco3)C2)cc1OC (stereo not drawn) returned HTR2A ag -4, Vif inh 9, N-glyco inh 19, ABCB6 inh MLPCN 109, Cardio protect -2, aDG glyco up -0.2, MC4R antagonist -23, MC4R barr agon 1.1 and PDI inh 7.
Screening O=C(COc1cccc2ccccc12)NNC(=O)CSCCO returned HTR2A ag 10, Vif inh 1, N-glyco inh 1, ABCB6 inh MLPCN 99, CaV13 FRET inh -6, Cardio protect 1, aDG glyco up -0.1, MC4R antagonist 7, MC4R barr agon -1.3 and PDI inh 0.
`Cc1cc(C)c2c(n1)SCC(=O)N2CC(=O)Nc1c(C)cccc1C` gave HTR2A ag 0, Vif inh 7, N-glyco inh 0, ABCB6 inh MLPCN 101, CaV13 FRET inh -2, Cardio protect 0, aDG glyco up 0.1, MC4R antagonist -6 and MC4R barr agon -0.9.
For CS(=O)(=O)c1ccc2nc(NC(=O)CN3CCC(Cc4ccccc4)CC3)sc2c1 the results were HTR2A ag -2, Vif inh 6, N-glyco inh -2, ABCB6 inh MLPCN 97, CaV13 FRET inh -20, Cardio protect -3, aDG glyco up 0.2, MC4R antagonist 12, MC4R barr agon 0.1 and PDI inh -4.
For Cc1ccc(C(=O)COC(=O)CNC(=O)c2ccc(N3C(=O)c4ccccc4C3=O)cc2)cc1C the results were HTR2A ag -2, Vif inh -3, N-glyco inh -2, ABCB6 inh MLPCN 98, CaV13 FRET inh -6, Cardio protect -4, aDG glyco up -0.1, MC4R antagonist 6, MC4R barr agon -0.1 and PDI inh 14.
Screening CCc1cc(-c2[nH]ncc2-c2ccc(OC)cc2)c(O)cc1O returned HTR2A ag -2, Vif inh -5, N-glyco inh -3, ABCB6 inh MLPCN 89, CaV13 FRET inh -20, Cardio protect -12, aDG glyco up 0.2, MC4R antagonist 4, MC4R barr agon -1.2 and PDI inh -3.
`Brc1ccc(-c2ccc(CNCc3ccccn3)o2)cc1` gave HTR2A ag -2, Vif inh 13, N-glyco inh 2, ABCB6 inh MLPCN 95, CaV13 FRET inh -3, Cardio protect 1, aDG glyco up 0.1, MC4R antagonist 4, MC4R barr agon -1.7 and PDI inh 9.
COc1ccc(OCc2cc(C(=O)NCc3nc(C)cs3)no2)c(Cl)c1 was read as HTR2A ag -5, Vif inh -4, N-glyco inh -2, ABCB6 inh MLPCN 98, CaV13 FRET inh -5, Cardio protect -4, aDG glyco up 0.3, MC4R antagonist 2, MC4R barr agon -0.6 and PDI inh 0.
Cc1cc(C)c(OCCCON2C(=O)CCC2=O)c(Br)c1 was read as HTR2A ag 2, Vif inh 9, N-glyco inh 4, ABCB6 inh MLPCN 93, CaV13 FRET inh -6, Cardio protect 1, aDG glyco up 0.0, MC4R antagonist 10, MC4R barr agon -0.7 and PDI inh -9.
For O=C(CSc1nc2ccccc2n1CCc1ccccc1)NC1CC1 the results were HTR2A ag -1, Vif inh -2, N-glyco inh -1, ABCB6 inh MLPCN 105, CaV13 FRET inh -18, Cardio protect 5, aDG glyco up -0.4, MC4R antagonist 0, MC4R barr agon -1.4 and PDI inh 1.
CCOC(=O)Nc1ccc2c(c1)N(C(=O)OC)c1ccccc1CC2 was read as HTR2A ag -3, Vif inh -1, N-glyco inh 11, ABCB6 inh MLPCN 92, CaV13 FRET inh -5, Cardio protect 3, aDG glyco up 0.0, MC4R antagonist 3, MC4R barr agon 0.1 and PDI inh 3.
For Cc1ccc(C(C)(C)NC(=O)C2CCC(=O)N(CC3CCCCC3)C2)cc1 (stereo not drawn) the results were HTR2A ag 1, Vif inh -12, N-glyco inh 0, ABCB6 inh MLPCN 100, CaV13 FRET inh -3, Cardio protect 2, aDG glyco up -0.1, MC4R antagonist 10, MC4R barr agon -2.5 and PDI inh -2.
For COc1ccc(NC(=O)Nc2c[nH]c(=O)[nH]c2=O)cc1 the results were HTR2A ag 5, Vif inh -1, N-glyco inh 1, ABCB6 inh MLPCN 97, CaV13 FRET inh -17, Cardio protect 6, aDG glyco up 0.1, MC4R antagonist 0, MC4R barr agon -1.0 and PDI inh 10.
Screening CCC(C)(C(=O)NC1CCCC1)N(Cc1cccs1)C(=O)c1ccc2c(c1)OCO2 (stereo not drawn) returned HTR2A ag 1, Vif inh -3, N-glyco inh -2, ABCB6 inh MLPCN 97, CaV13 FRET inh -9, Cardio protect 4, aDG glyco up 0.0, MC4R antagonist -3, MC4R barr agon -1.3 and PDI inh -10.
Screening Cc1ccccc1NC1=C(Cl)C(=O)OC1OC(C)C (stereo not drawn) returned HTR2A ag 0, Vif inh 9, N-glyco inh -3, ABCB6 inh MLPCN 98, CaV13 FRET inh -5, Cardio protect 3, aDG glyco up 0.0, MC4R antagonist 5, MC4R barr agon -1.1 and PDI inh 4.
FC(F)(F)c1ccccc1Cc1c(-c2cccc(Br)c2)nc2ccc(Cl)cn12 was read as HTR2A ag 10, N-glyco inh -1, ABCB6 inh MLPCN 104, CaV13 FRET inh -4, Cardio protect -6 and aDG glyco up 0.2.
For Nc1nc(NCc2ccccc2Cl)n(-c2ccccc2)n1 the results were HTR2A ag 1, Vif inh 3, N-glyco inh 2, ABCB6 inh MLPCN 96, CaV13 FRET inh -3, Cardio protect -1, aDG glyco up 0.1, MC4R antagonist -1, MC4R barr agon -1.4 and PDI inh 5.
For COc1ccc(CNc2nc3c(c(=O)[nH]c(=O)n3C)n2Cc2ccccc2)cc1 the results were HTR2A ag 0, Vif inh -10, N-glyco inh 2, ABCB6 inh MLPCN 98, CaV13 FRET inh -18, Cardio protect -7, aDG glyco up 0.0, MC4R antagonist 9, MC4R barr agon 1.8 and PDI inh -15.
For COc1ccc(C(=O)NNC(=O)c2cccc3ccccc23)cc1 the results were HTR2A ag 1, Vif inh 3, N-glyco inh 0, ABCB6 inh MLPCN 94, CaV13 FRET inh -10, Cardio protect 5, aDG glyco up 0.1, MC4R antagonist -4, MC4R barr agon -0.8 and PDI inh -2.
`C=CCn1c(=S)[nH]c2scc(-c3ccco3)c2c1=O` gave HTR2A ag 0, Vif inh 2, N-glyco inh -1, ABCB6 inh MLPCN 93, CaV13 FRET inh -16, Cardio protect -8, aDG glyco up 0.2, MC4R antagonist 30*, MC4R barr agon -0.3 and PDI inh -4.
`O=C(NC1CCC(O)CC1)c1ccc(Br)o1` (stereo not drawn) gave HTR2A ag 4, Vif inh -19, N-glyco inh 3, ABCB6 inh MLPCN 99, CaV13 FRET inh -5, Cardio protect 1, aDG glyco up 0.0, MC4R antagonist 13, MC4R barr agon 0.6 and PDI inh -2.
Screening CC1(c2nnc(Cc3ccccc3)o2)CC(c2ccccc2Br)=NO1 (stereo not drawn) returned HTR2A ag 5, N-glyco inh 1, ABCB6 inh MLPCN 95, CaV13 FRET inh -11, Cardio protect -3, aDG glyco up 0.4, MC4R antagonist 9, MC4R barr agon 0.2 and PDI inh 6.
